Source: PubChem (Sanford-Burnham Center for Chemical Genomics)
hIAP block – human IAP inhibitors, primary screen, biochemical, luminescence, uHTS; Intestinal-type alkaline phosphatase (Homo sapiens), P09923; purified IAP, CDP-Star luminescence, 30 min; inhibition, % at 10 µM; hit rate 0.12% among 330,000;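 active means inhibition reaching a set limit with compound at 10 µM in the primary screen, cut at about 35% in these data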;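 further: plate controls were DMSO wells with enzyme for no effect and no-enzyme buffer wells for full effect; values of inactives mirror those of a sister screen read the other way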
Target sequence (P09923 whole entry, looked up): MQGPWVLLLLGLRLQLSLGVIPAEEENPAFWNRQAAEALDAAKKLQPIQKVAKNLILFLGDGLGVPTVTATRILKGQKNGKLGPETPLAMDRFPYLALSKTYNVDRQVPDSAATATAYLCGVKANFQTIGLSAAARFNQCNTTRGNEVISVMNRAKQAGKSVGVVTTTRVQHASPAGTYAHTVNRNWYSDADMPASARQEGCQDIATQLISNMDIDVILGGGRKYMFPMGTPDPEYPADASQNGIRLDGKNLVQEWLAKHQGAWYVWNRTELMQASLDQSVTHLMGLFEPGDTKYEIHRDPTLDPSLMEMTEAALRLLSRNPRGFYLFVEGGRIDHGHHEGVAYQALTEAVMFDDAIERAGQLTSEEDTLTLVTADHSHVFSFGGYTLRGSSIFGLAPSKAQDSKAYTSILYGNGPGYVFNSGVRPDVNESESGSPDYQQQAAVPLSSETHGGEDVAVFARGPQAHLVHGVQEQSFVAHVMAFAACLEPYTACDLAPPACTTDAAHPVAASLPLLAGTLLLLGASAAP
mIAP act – activators of mouse IAP, primary screen, biochemical, luminescence, uHTS. intestinal alkaline phosphatase [Mus musculus]. activation factor at 10 µM. muIAP, CDP-Star luminescence, 30 min; hits give high values; 1 = vehicle-only enzyme signal, 0 = enzyme-free wells. hit rate 0.24% among 330,000;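 active means activation factor of at least 2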; further: the source names both 10 and 20 µM as test concentration; values of inactives mirror those of a sister screen read the other way
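Assay system: mouse IAP enzyme; reagent: chemiluminescent substrate CDP-Star; dosing: test compounds delivered from DMSO solution; schedule: 30 min at room temperature; measured by: luminescence from enzymatic CDP-Star hydrolysis; controls: DMSO-only wells and no-enzyme negative control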
SENP1 inh – human SENP1 catalytic domain inhibitors, primary screen, biochemical, FRET, uHTS; Sentrin-specific protease 1 (Homo sapiens), Q9P0U3; recombinant SENP1 catalytic domain, CyPet-SUMO1-YPet FRET cleavage; inhibition, % at 10 µM; hit rate 0.21% among 360,000; AID 624204, 2012;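 active means inhibition at least 30% at 10 µM, raw YFP signal under a set limit, fluorescence ratio 0.5 to 1.5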;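 further: 0% = enzyme with DMSO and 100% = no enzyme wells; some results filed as inactive read as strong as hits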
Target sequence (Q9P0U3 419-644 limits assumed): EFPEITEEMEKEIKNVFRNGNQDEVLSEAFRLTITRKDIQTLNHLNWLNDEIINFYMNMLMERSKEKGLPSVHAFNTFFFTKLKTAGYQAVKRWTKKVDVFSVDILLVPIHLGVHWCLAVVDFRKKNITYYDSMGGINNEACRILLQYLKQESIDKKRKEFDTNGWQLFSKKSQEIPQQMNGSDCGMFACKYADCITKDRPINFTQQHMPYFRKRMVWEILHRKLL
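Compound: 10 µM single point, 0.5% DMSO; Test system: hSENP1 catalytic domain, recombinant; Timing: 50 min reaction at room temperature; Technique: FRET, CFP and YFP emission; Control set: no-enzyme wells low, DMSO-plus-enzyme wells high control.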
mIAP block – inhibitors of mouse IAP, primary screen, biochemical, luminescence, uHTS; AID 2806, 2010; inhibition, % at 10 µM; purified mouse IAP, CDP-Star luminescence, 30 min; hit rate 0.2% among 330,000;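 active means inhibition of at least 40% at 10 µM in the primary screen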;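 further: plate controls were DMSO with enzyme for no effect and no enzyme wells for full effect; values of inactives mirror those of a sister screen read the other way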
MIN6 prolif – inducers of MIN6 beta-cell proliferation, primary screen, ATP luminescence, uHTS. MIN6 cells proliferation, ATPlite luminescence, 48 h; cells starved in 0.2% serum; 100% = growth in 10% serum. hit rate 0.29% among 330,000. proliferation, % at 10 µM. AID 2380, 2010;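 active means compounds whose signal lies at least 3.5 SD above the mean of all wells on their plate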;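 further: 0% = DMSO-treated cells in low-serum medium and 100% = 10% serum control; some compounds called inactive have numbers as strong as hits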
NLRP3 yeast inh – NALP3 inflammasome inhibitors in reconstituted yeast, primary screen, luminescence, uHTS; inhibition, % at 10 µM; hit rate 0.39% among 330,000; Yeast reconstituted NLRP3/ASC/caspase-1, beta-gal luminescence, 24 h;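 active means inhibition of 50% or more; inactive means inhibition below 50%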;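 further: plate controls were induced DMSO wells for no effect and uninduced yeast grown without galactose for full effect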
hIAP activ – human IAP activators, primary screen, biochemical, luminescence, uHTS | Intestinal-type alkaline phosphatase (Homo sapiens), P09923 | purified human IAP, CDP-Star luminescence, 30 min; hits give high values; 1 = vehicle-only enzyme, 0 = enzyme-free background | activation factor at 10 µM | hit rate 0.16% among 330,000 | AID 2524, 2010;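 active means activation factor of the enzyme at least 2-fold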; further: the source names both 10 and 20 µM as test concentration; values of inactives mirror those of a sister screen read the other way
A3G deaminase – APOBEC3G DNA deaminase inhibitors, primary screen, biochemical, fluorescence, single-stranded DNA substrate, uHTS; DNA dC->dU-editing enzyme APOBEC-3G (Homo sapiens), Q9HC16; hit rate 0.28% among 330,000; inhibition, % at 20 µM; recombinant A3G, ssDNA deamination FAM/TAMRA fluorescence;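 active means inhibition of at least 40% at 20 µM, with no more than 30% in the related APOBEC3A deaminase screen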;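 further: plate controls were DMSO wells with A3G for no effect and wells lacking A3G enzyme for full effect; some compounds called inactive have numbers as strong as hits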
APOBEC3A inh – APOBEC3A ssDNA deaminase inhibitors, primary screen, selectivity assay for APOBEC3G inhibitor project, biochemical, FAM/TAMRA oligo cleavage fluorescence | DNA dC->dU-editing enzyme APOBEC-3A (Homo sapiens), P31941 | recombinant A3A, FAM/TAMRA ssDNA deamination fluorescence | inhibition, % at 20 µM | hit rate 0.41% among 330,000;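 active means at least 40% inhibition at 20 µM here, with at most 30% in a related deaminase screen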;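 further: plate controls were A3A with DMSO for no effect and wells lacking A3A enzyme for full effect; some results filed as inactive read as strong as hits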
Target sequence (P31941 whole entry, looked up): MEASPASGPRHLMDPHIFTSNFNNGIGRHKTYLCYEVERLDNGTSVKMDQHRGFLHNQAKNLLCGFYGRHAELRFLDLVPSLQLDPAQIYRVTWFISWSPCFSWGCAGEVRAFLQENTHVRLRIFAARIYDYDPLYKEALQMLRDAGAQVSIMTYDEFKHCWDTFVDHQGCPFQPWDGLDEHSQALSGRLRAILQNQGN
The depositor's hits bear a star; i = inactive; x = no result given. Not all compounds are listed; the hit share may differ from the screen's.

SMILES | hIAP block | mIAP act | SENP1 inh | mIAP block | MIN6 prolif | NLRP3 yeast inh | hIAP activ | A3G deaminase | APOBEC3A inh
O=C1CN(S(=O)(=O)c2cc(Br)ccc2Br)CCN1 | -5.4 | 1.03 | 1.6 | -3.3 | 3.1 | 11.6 | 1.05 | -1.1 | 0.2
Cc1nc2ccccc2cc1C(=O)N(C)Cc1ccccc1 | -8.7 | 1.11 | -0.9 | -11.5 | -2.6 | 23.0 | 1.09 | -3.0 | 1.0
Cc1cc(C)n(C(C)CC(=O)N2CCc3ccccc32)n1 (stereo not given) | 11.4 | 0.986 | 1.5 | 1.4 | 3.0 | 10.0 | 0.886 | -6.7 | -2.3
O=S(=O)(Nc1nc2c(s1)CCCC2)c1ccc(F)cc1 | 19.8 | 0.917 | -0.3 | 8.3 | -1.4 | 0.5 | 0.802 | -4.2 | -0.4
O=C(Nc1ccccc1)N1N=CCC1c1ccccc1 (stereo not given) | -7.4 | 1.03 | 0.3 | -2.8 | -0.6 | 7.4 | 1.07 | -5.1 | -3.5
CCOC(=O)C1CCCN(C(=O)c2ccc3nc(-c4cccc(OC)c4)oc3c2)C1 (stereo not given) | 7.9 | 0.993 | 2.7 | 0.7 | -1.5 | 18.0 | 0.921 | -3.5 | -1.1
CCc1ccccc1N(CC(=O)NC1CCCCC1)C(=O)CCC(=O)Nc1ccccn1 | -3.7 | 1.01 | -2.3 | -0.7 | 1.6 | 10.6 | 1.04 | -3.4 | -0.5
CC(/C=N/NC(=O)c1cc(-c2ccc(C)o2)[nH]n1)=C\c1ccccc1 | 1.6 | 1.01 | 1.3 | -1.2 | -3.8 | 17.6 | 0.984 | 1.1 | 3.2
CC(C)(CNC(=O)Cc1ccc(Cl)cc1Cl)N1CCOCC1 | -0.1 | 1.02 | 2.3 | -2.0 | -3.5 | 2.4 | 1 | -6.1 | -1.1
CNc1cc(N2CCN(S(=O)(=O)N(C)C)CC2)ccc1[N+](=O)[O-] | 16.5 | 0.823 | 0.9 | 17.7 | -2.1 | 32.1 | 0.835 | -8.7 | -6.6
Cc1nn(Cc2cccc(Oc3ccccc3)c2)c(C)c1NC(=O)NC12CC3CC(CC(C3)C1)C2 | 3.5 | 6.77* | 2.2 | i | -0.7 | 1.8 | 0.965 | -7.0 | -4.8
COc1ccc(-c2cc(-c3ccc(Cl)cc3)c(C#N)c(SCC(=O)O)n2)cc1 | 10.6 | 0.98 | -18.4 | 2.0 | -5.1 | 24.9 | 0.894 | 21.7 | -1.8
CCOC(=O)c1c(-c2ccc(-c3ccccc3)cc2)csc1NC(=O)CNCCN(C)C | -51.4 | 0.941 | 1.4 | 5.9 | -5.2 | 23.7 | 1.51 | -7.0 | -2.6
Cc1nc2ccccc2c2oc(C(=O)N3CCc4ccccc4C3)cc12 | 10.4 | 0.832 | -9.6 | 16.8 | -3.3 | 11.2 | 0.896 | -7.1 | -4.7
CCN(C(=O)c1cc2ccccc2oc1=O)c1ccccc1 | 5.0 | 1.03 | -0.8 | -3.0 | -3.3 | 5.6 | 0.95 | -0.4 | 4.7
O=C(CCc1cn2ccccc2n1)NC1CCCc2c1cnn2-c1ccccc1F (stereo not given) | -36.9 | 0.91 | -0.9 | 9.0 | 0.5 | 1.9 | 1.37 | -8.5 | -5.2
O=C(COC(=O)/C=C/c1ccc(Cl)cc1)Nc1cccc(S(=O)(=O)NC2=NCCCCC2)c1 | 0.0 | 0.806 | 0.5 | 19.4 | -0.3 | 15.2 | 1 | -7.1 | 1.6
CCc1ccc(-c2cnc3ccccc3n2)cc1NC(=O)CNC(=O)c1ccccc1 | -32.9 | 1.03 | -0.5 | -3.4 | -1.1 | 10.1 | 1.33 | -3.5 | -1.2
CCCCN(C(=O)c1ccc([N+](=O)[O-])o1)c1c(N)n(CC(C)C)c(=O)[nH]c1=O | -1.6 | 0.981 | -62.8 | 1.9 | -2.5 | 4.1 | 1.02 | 8.6 | 44.0*
COc1cccc(C(C)NC(=O)C2CCCO2)c1 (stereo not given) | -11.0 | 0.978 | -1.1 | 2.2 | 0.0 | 16.1 | 1.11 | -10.7 | -3.6
NC(=O)CC(NC(=O)Cc1cccc2ccccc12)c1ccc(NCCOc2ccccc2)c([N+](=O)[O-])c1 (stereo not given) | 11.7 | 0.937 | 2.9 | 6.3 | -6.3 | 11.5 | 0.883 | -11.7 | -7.1
N#Cc1ccccc1COC(=O)c1cc(=O)c2ccccc2o1 | -21.8 | 1.1 | 3.2 | -10.0 | -1.0 | 16.8 | 1.22 | -8.0 | -3.4
C/C(N)=C(/C#N)C(=O)COC(=O)CSc1ccccc1 | -26.8 | 0.989 | 6.1 | 1.1 | -3.3 | -0.5 | 1.27 | -6.6 | -1.4
O=C(CNS(=O)(=O)c1ccc(Cl)cc1)N/N=C/c1ccco1 | -16.8 | 1.07 | -1.7 | -7.3 | -3.5 | -5.0 | 1.17 | 3.5 | 1.8
O=C(O)CSC1CC(=O)N(c2ccc(Cl)c(Cl)c2)C1=O (stereo not given) | 5.8 | 1.04 | 1.4 | -3.6 | -2.7 | 9.0 | 0.942 | -4.0 | -2.3
O=C(CCN1C(=O)[C@H]2CC=CC[C@H]2C1=O)NCc1nc(-c2ccc(Cl)cc2)no1 | -2.3 | 0.956 | 1.2 | 4.4 | 1.1 | 8.4 | 1.02 | -6.8 | -6.9
Cc1cccnc1NC(=O)COc1ccc2c(c1)CCC2 | 3.2 | 0.941 | 2.2 | 5.9 | 0.4 | 18.7 | 0.968 | -5.7 | -4.2
OCC(CBr)(CBr)CBr | 1.0 | 0.964 | 2.1 | 3.6 | -2.6 | -12.9 | 0.99 | -1.4 | 0.5
O=C(COc1cccc(Br)c1)N/N=C/C(=O)c1ccccc1 | 1.5 | 0.969 | 2.7 | 3.1 | 0.2 | 15.2 | 0.985 | -6.9 | -0.2
CCCn1c(N)c(C(=O)CN2CCN(S(=O)(=O)c3cccc(Cl)c3)CC2)c(=O)[nH]c1=O | -21.5 | 1.13 | 0.6 | -13.3 | -0.3 | 15.3 | 1.22 | -6.3 | -2.2
Cc1ccc(C(C(=O)NCC2CCCO2)N(Cc2ccccc2)C(=O)c2ccc(-c3ccccc3)[nH]2)o1 (stereo not given) | 5.2 | 0.959 | -2.1 | 4.1 | 0.0 | 18.0 | 0.948 | -2.8 | 3.3
COc1cc(NC(=O)CCn2c(=O)oc3ccccc32)cc(OC)c1OC | -5.6 | 1 | 1.9 | -0.4 | 0.2 | 11.0 | 1.06 | -3.7 | -2.5
COc1ccc(S(=O)(=O)N2CCSC2c2ccc(N)cc2)cc1 (stereo not given) | -18.4 | 0.956 | 2.0 | 4.4 | -1.6 | 22.6 | 1.18 | 2.7 | 1.2
CCNS(=O)(=O)c1ccc(NC(=O)Nc2cc(C)ccc2OC)cc1 | -5.7 | 1.46 | 1.7 | -46.0 | 0.8 | -4.6 | 1.06 | -2.9 | -5.4
CCC1CCCCN1C(=O)c1sc2ncnc(N(CC)CC)c2c1C (stereo not given) | 8.4 | 0.951 | 0.8 | 4.9 | -2.1 | 16.4 | 0.916 | 0.3 | -1.1
CS(=O)(=O)N(CCC#N)Cc1ccco1 | -1.7 | 1.02 | 0.3 | -2.4 | -2.3 | 17.5 | 1.02 | -1.5 | 2.0

3 entries from above, as tab-separated lines.
SMILES	hIAP block	mIAP act	SENP1 inh	mIAP block	MIN6 prolif	NLRP3 yeast inh	hIAP activ	A3G deaminase	APOBEC3A inh
CCNS(=O)(=O)c1ccc(NC(=O)Nc2cc(C)ccc2OC)cc1	-5.7	1.46	1.7	-46.0	0.8	-4.6	1.06	-2.9	-5.4
CCC1CCCCN1C(=O)c1sc2ncnc(N(CC)CC)c2c1C (stereo not given)	8.4	0.951	0.8	4.9	-2.1	16.4	0.916	0.3	-1.1
CS(=O)(=O)N(CCC#N)Cc1ccco1	-1.7	1.02	0.3	-2.4	-2.3	17.5	1.02	-1.5	2.0

More structures:
SMILES | hIAP block | mIAP act | SENP1 inh | mIAP block | MIN6 prolif | NLRP3 yeast inh | hIAP activ | A3G deaminase | APOBEC3A inh
CN(C)S(=O)(=O)c1ccc(N2CCN(S(=O)(=O)c3ccc(F)cc3)CC2)c(Cl)c1 | 6.4 | 0.972 | 0.9 | 2.8 | -2.0 | 16.0 | 0.936 | -7.5 | -3.9
CCn1c(SCC(=O)N2CCCC2)nc2ccccc21 | -7.2 | 1.2 | 0.7 | -20.2 | -0.1 | -1.1 | 1.07 | -3.3 | -2.0
O=C1CC(c2ccccc2)Cc2nc3ncnn3cc21 (stereo not given) | 0.9 | 0.962 | 17.2 | 3.8 | -0.1 | -18.1 | 0.991 | -8.3 | -3.4
O=C(CNC(=O)Cc1ccccc1)NCC(=O)N1CCN(C(c2ccccc2)c2ccccc2)CC1 | -1.9 | 0.932 | 2.6 | 6.8 | 1.7 | 9.3 | 1.02 | -4.2 | 1.2
Cc1ccc(S(=O)(=O)Nc2cccc(C(=O)NCC(C)(C)N3CCOCC3)c2)cc1F | 5.1 | 0.987 | 0.5 | 1.3 | 4.7 | 4.0 | 0.949 | -3.2 | -3.9
COc1ccc2nc(SCC(=O)Nc3ccccc3C#N)[nH]c2c1 | -8.4 | 0.813 | 0.5 | 18.7 | 2.2 | 2.2 | 1.08 | -4.4 | -2.2
O=c1c([N+](=O)[O-])cccn1Cc1cccc(Cl)c1 | -0.2 | 1.08 | -6.6 | -7.8 | -1.0 | 14.9 | 1 | -2.3 | -1.8
CCOc1ccc(Nc2nc(N)nc(CN3CCN(c4ccccc4F)CC3)n2)cc1 | -4.3 | 1.06 | 1.0 | -6.2 | -1.2 | -0.7 | 1.04 | 2.3 | 2.1
C/C(=C\C(=O)c1ccccc1)Nc1ccc(Br)c(Cl)c1 | 13.5 | 0.886 | -1.8 | 11.4 | -1.0 | 8.7 | 0.865 | -8.0 | -2.3
Cc1cc2c(n1-c1ccc(C(=O)O)cc1)CCCCC2 | -13.2 | 1 | x | 0.0 | -1.2 | 4.9 | 1.13 | 81.9 | 92.0
Cc1cc(S(=O)(=O)NC2CCCCC2)ccc1OCC(=O)NCc1ccccn1 | -13.8 | 1.11 | 0.2 | -11.5 | -2.0 | 21.4 | 1.14 | -7.7 | -0.4
CCn1c(C(C)NC(=O)c2ccccc2C)n[nH]c1=S (stereo not given) | 2.1 | 0.989 | 0.0 | 1.1 | -1.3 | 6.5 | 0.979 | -4.4 | 0.4
